Assay outcomes deposited in PubChem BioAssay by The Scripps Research Institute Molecular Screening Center.
TTR transcr act = increases transthyretin transcription; AID 1117267; activation, % at 16.7 µM; 92,000 tested, 1.3% active; SH-SY5Y TTR promoter Gaussia luciferase, luminescence; 100% = recombinant luciferase protein wells;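 active = activation above the mean of all tested compounds plus 3 SD, cut at about 9.5% in these data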;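 also: cells exposed to compounds for one day before reading; 0% = median of all test compound wells on the plate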
Active calls of the source: *; & = joins results of further samples. This is a subset; count on the stated rates, not on these rows.

SMILES | TTR transcr act
CN1C2CCC1C(C(=O)Oc1ccccc1)C(c1ccc(Cl)cc1)C2 (stereo not given) | 1.2
Cc1ccnc(NS(=O)(=O)c2ccc(N=Cc3c(O)n(C)c(=O)n(C)c3=O)cc2)n1 | 2.1
CCCCNC(=O)Nc1ccc(C(O)(C(=O)OC)C(F)(F)F)cc1 (stereo not given) | 1.0
Cc1cc(OC(=O)c2cccs2)c2c3c(c(=O)oc2c1)CCCC3 | -1.1
C[C@]12CCC3C(CC[C@H]4C[C@@H](O)CC[C@]34C)C1C[C@@H](O)[C@@H]2O (stereo not given in full) | -1.5
O=C(O)C1CC2(Cl)C(Cl)=C(Cl)C1(Cl)C2(Cl)Cl (stereo not given) | -0.2
Nc1c(C(=O)NCC2CCCO2)c2nc3ccccc3nc2n1Cc1ccco1 (stereo not given) | -0.1
CN(C)CCNC(=O)c1cccn(Cc2cc(C(F)(F)F)cc(C(F)(F)F)c2)c1=O | 3.9
O=c1[nH]c(=O)n(-c2ccc(F)cc2)c(O)c1C=NCCN1CCCCC1 | 1.1
O=C(O)c1cc2ccccc2n1C1CCN(Cc2ccccc2)CC1 | 6.2
O=C1NC(=O)C(CCc2ccncc2)(CCc2ccncc2)C(=O)N1CCc1ccc(F)cc1 | -0.7
CCN(CC)CCN=Cc1c(O)n(Cc2ccccc2)c(=O)[nH]c1=O | -0.8&1.6
COc1ccccc1N1C(=O)NC(=O)/C(=C/c2ccc([N+](=O)[O-])s2)C1=O | -0.8
COc1ccc(S(=O)(=O)N2CCOCC2)cc1NC(=O)COC(=O)Cc1ccccc1 | -1.3
COc1ccc(CN2CCN(Cc3ccccc3)CC2)c(OC)c1 | -1.4
Cc1cnc(-n2c(=S)[nH]c3ccccc3c2=O)s1 | 1.0
CCOC(=O)c1ccc(NC(=O)N2C[C@@H]3C[C@@H](C2)c2cccc(=O)n2C3)cc1 | 0.0
Cn1c(O)c(C=NC2CC(C)(C)NC(C)(C)C2)c(=O)n(C)c1=O | 0.5
CCOC(=O)c1cc2cc(OC)ccc2n1C1CCN(Cc2ccccc2)CC1 | -0.9
COC1=CC=C2[C@H]3Cc4ccc(OC)c5c4[C@@]2(CCN3C)C1O5 (stereo not given in full) | -0.8
Cn1c(O)c(C(=Nc2ccccc2)SCc2ccccc2Cl)c(=O)n(C)c1=O | 0.6
CN1CCc2nc3sc(C(=O)NC4CC4)c(N)c3cc2C1 | 1.8
Cc1ccc(-n2c(C)cc(/C=C3/C(=O)NC(=O)N(C)C3=O)c2C)cc1 | 1.2
Cc1cc(OCC(=O)N2CCN(CC(=O)N3CCOCC3)CC2)c(C(C)C)cc1Cl | 0.2
CNC1(c2ccccc2Cl)CCCCC1=O (stereo not given) | 16*

Later entries:
SMILES | TTR transcr act
CC1CN2C(=O)C1(c1ccccc1)C(=O)NC2=S (stereo not given) | -1.1
Brc1ccc2[nH]cc(C=NN3CCCCCC3)c2c1 | 1.9
O=C1C2CCCN2C(c2ccc(Cl)cc2)N1c1ccccn1 (stereo not given) | -0.7
NC(N)=N/N=C/c1ccc(N(c2ccccc2)c2ccccc2)cc1 | -6.5
COC(=O)[C@@H]1N=C(c2ccc(OC)cc2)O[C@]12C(=O)N(Cc1ccccc1)c1ccccc12 | -2.0
COC(=O)C(Cc1ccc(N(CCCl)CCCl)cc1)N=Cc1ccccc1O (stereo not given) | 0.7
ClCCN(CCCl)c1ccc(-n2cnc3c(Cl)ncnc32)cc1 | -1.1
O=C(N/N=C/c1c(O)n(CCc2ccccc2)c(=O)[nH]c1=O)c1ccccc1O | -1.4
O=C(/C=C/c1ccccc1)N1Cc2ccccc2-n2nncc2C1 | 0.6
NCCc1c(Cc2ccccc2)[nH]c2ccccc12 | -0.9
Cc1ccsc1C(=O)C1CCCN(Cc2cnn(C)c2)C1 (stereo not given) | 0.1
COc1ccc(CCC(=O)N2CCC3(CC2)OCCO3)cc1 | -0.5
CC(C)N1C(=O)NC(=O)C2(Cc3cc([N+](=O)[O-])ccc3N(C)C2c2ccccc2)C1=O (stereo not given) | 0.1
CC/C(=N\Nc1ccccc1)c1c(O)n(-c2ccc(OC)cc2)c(=O)[nH]c1=O | 0.8
O=C(O)c1c[nH]c2ccc(S(=O)(=O)N(CCCl)CCCl)cc12 | -0.1
O=S(=O)(c1cc(Cl)cc(Cl)c1)N1Cc2cc(N3CCOCC3)ccc2-n2nncc2C1 | -0.3
O=C(/C=C/c1ccc2c(c1)OCO2)c1c(O)n(CCC2=CCCCC2)c(=O)[nH]c1=O | 1.2
CCOC(=O)[C@@H]1[C@H]2COc3ccc(Br)cc3[C@H]2N2C(=O)N(c3cccc(C)c3)C(=O)[C@]12C | 5.8
O=C1CN=C(c2cccs2)c2c(sc3c2CCCC3)N1 | 0.1
COC(=O)C1=C(c2ccc(Cl)c(C(F)(F)F)c2)C[C@@H]2CC[C@H]1N2C(=O)NCCNC(C)=O | 2.5
O=c1c2ccccc2nc(C[n+]2ccccc2)n1-c1cccc(C(F)(F)F)c1 | -1.4
O=C1/C(=C\c2ccccc2)C2OCC=C3CN4CCC56c7ccccc7N1C5C2C3CC46 (stereo not given) | 0.4
COC(=O)C1=C(c2c(C)noc2C)C[C@@H]2CC[C@H]1N2C(=O)NCCOc1ccc(OC)cc1 | 1.8
CC1=C(C)CC2(CC1)C(=O)NC(=O)NC2=O | -0.5
CC1=C(C(=O)Nc2ccccc2)S(=O)(=O)CCO1 | -1.5

Three entries out of the list, ordered by formula weight, rising.
SMILES | TTR transcr act
CC1=C(C)CC2(CC1)C(=O)NC(=O)NC2=O | -0.5
Cc1ccc(-n2c(C)cc(/C=C3/C(=O)NC(=O)N(C)C3=O)c2C)cc1 | 1.2
O=C(O)c1c[nH]c2ccc(S(=O)(=O)N(CCCl)CCCl)cc12 | -0.1

Reprinted from the entries so far for reference:
SMILES | TTR transcr act
CC1CN2C(=O)C1(c1ccccc1)C(=O)NC2=S (stereo not given) | -1.1
Brc1ccc2[nH]cc(C=NN3CCCCCC3)c2c1 | 1.9
O=C1C2CCCN2C(c2ccc(Cl)cc2)N1c1ccccn1 (stereo not given) | -0.7

Carrying on:
SMILES | TTR transcr act
CCOC(=O)C1C2c3ccccc3O[C@@]1(C)N=C1SCC(=O)N12 (stereo not given in full) | 1.7
CC(Cc1ccccc1)NC(=O)/C=C/c1ccc(Cl)cc1 (stereo not given) | -2.1
COc1ccc(NC(c2ccccc2F)P(=O)(Oc2ccccc2)Oc2ccccc2)cc1 (stereo not given) | -0.7
COC(=O)C1=C(c2ccc(OCc3ccccc3)cc2)C[C@@H]2CC[C@H]1N2C(=O)NCc1cccc(C(F)(F)F)c1 | -6.3
Oc1ccc2ccccc2c1CN1CC=C(c2ccccc2)CC1 | 2.3
COC(=O)C1CC(OC(C)=O)C(=O)[C@H]2C1(C)CC[C@H]1C(=O)OC(c3ccoc3)CC12C (stereo not given in full) | -1.1
Cc1cccc(N2C(=O)NC(=O)/C(=C\c3cnn(-c4ccccc4)c3)C2=O)c1 | -1.5
C=CCOC(=O)N1Cc2ccccc2-n2nncc2C1 | 3.7
COc1ccc(Cn2c(N)c(C(=O)NCc3ccco3)c3nc4ccccc4nc32)cc1OC | 2.8
C=CCn1c(O)c(C(C)=NC2CCN(Cc3ccccc3)CC2)c(=O)[nH]c1=O | 2.1
COc1ccc(NP2(=O)NCCCN2)cc1 | 2.1
CC(=O)c1ccc(OC(NC(=O)c2ccco2)C(Cl)(Cl)Cl)cc1 (stereo not given) | -1.6
CN1CCN(c2cc(N3CCCCCC3)c(F)cc2[N+](=O)[O-])CC1 | 0.0
COC(=O)C1=C(c2cccc(OCc3ccccc3)c2)C[C@@H]2CC[C@H]1N2C(=O)NCc1ccc(Br)cc1 | -2.2
CCOC(=O)c1c(N)n(Cc2ccc(OC)cc2)c2nc3ccccc3nc12 | -1.2
COc1ccc(-n2nc(C(=O)NCC(=O)N3CCC4(CC3)OCCO4)c3ccccc3c2=O)cc1Cl | 1.2
COc1cccc(N2C(=O)/C(=C/c3ccc(C)o3)C(=O)NC2=S)c1 | -1.4
FC(F)(F)c1cccc(NC2=NCCCS2)c1 | -0.3
Cc1ccc(CNCCc2ccccc2F)cc1 | 2.4
CN1C2CCC1C(COC(=O)c1ccccc1)C(O)C2 (stereo not given) | -1.8
O=C1CN=C(c2ccc(Br)cc2)c2c(sc3c2CCCC3)N1CCN1CCCCC1 | -3.2
COc1ccc2c(c1)C1(C(=O)O)CC=CCC1(C(=O)O)C2 (stereo not given) | -0.2
Cc1ccccc1NC(=O)N1Cc2ccccc2-n2nncc2C1 | 0.2
CCN(CC)c1ccc(/C=C2\C(=O)NC(=S)N(C)C2=O)o1 | -2.9
C=C1N2CCC(CC2)C1(O)c1ccc(C)cc1 (stereo not given) | -1.4

Next part:
SMILES | TTR transcr act
CCC(C)n1c(O)c(/C=N/N2CCOCC2)c(=O)[nH]c1=S (stereo not given) | 0.2
CNC(=O)O/N=C(\N)Cc1csc2ccccc12 | 4.6
Fc1cccc(F)c1-c1nc(-c2ccc(Cl)cc2)no1 | -1.2
COCCO[C@H]1CCC2C3CC=C4C[C@@H](O)CC[C@]4(C)C3CC[C@@]21C (stereo not given in full) | 0.1
CN1C(=O)NC(=O)C(N=Nc2ccc(Cl)cc2)C1=O (stereo not given) | -1.2
O=C1N[C@H](Cc2ccccc2)C(=O)N2[C@@H]3[C@H](C[C@@H]12)c1ccccc1N3OOSc1ccccc1 | 0.2
Cc1ncc(CN2CCCC(C(=O)c3sccc3C)C2)s1 (stereo not given) | 2.3
O=P(OCC(F)(F)C(F)F)(N1CCCCC1)N1CCCCC1 | 2.0
COP(=O)(Cc1ccc(C#N)o1)OC | -0.2
CCOP(=O)(OCC)C(NC(=O)c1cccc(C)c1)C(Cl)(Cl)Cl (stereo not given) | -0.2
CC(=O)Nc1ccc(C=C2C(=O)NC(=O)NC2=O)cc1 | -0.3
COc1ccc(C2SCC(=O)Nc3c2c(=O)[nH]n3C2CCCCC2)cc1 (stereo not given) | -0.4
CCn1c(O)c(N=Nc2cccc(S(=O)(=O)N3CCOCC3)c2)c(=O)n(CC)c1=S | 0.0
O=C1NC(=O)C(=Cc2ccccc2Oc2ccc(F)cc2)C(=O)N1 | -0.7
COc1cc2c(cc1OC)C13CCN4CC5=CCOC6CC(=O)N2C1C6C5C3C4 (stereo not given) (tested in a mixture with another compound) | 3.4
Cc1ccccc1N1C(=O)CC(=O)N(c2ccccc2C)C1=O | 0.0
CCOC1=C(N2CC2)C(=O)C(OCC)=C(N2CC2)C1=O | -0.8
C[C@]12CC[C@H](O)CC1=CCC1C2CC[C@]2(C)C(=O)[C@H](Br)CC12 (stereo not given in full) | -1.7
Cc1ccc2c(c1)CCCN2N=O | -0.8
CSc1ccccc1C(=O)C1CCCN(Cc2cccc(C)n2)C1 (stereo not given) | 3.3
CCOC(=O)CC(SP1(=S)OCC2(CCCCO2)C(C2CCCCO2)O1)C(=O)OCC (stereo not given) | -0.2
Oc1cccc2cccnc12 | -0.8
CN(C)P1(N(C)C)=NC(C(F)(F)F)=NC(C(F)(F)F)=N1 | -0.4
O=C(CN1CC=C(c2ccccc2)CC1)Nc1cc(Cl)ccc1Cl | 1.0
Cc1ccc(-n2c(O)c(C=NCc3ccco3)c(=O)[nH]c2=S)cc1C | 2.9

(next part)
SMILES | TTR transcr act
CCCNC(=O)N1[C@H]2CC[C@@H]1C(C(=O)OC)=C(c1cccc(C#N)c1)C2 | 0.6
CCN1C(=O)NC(=O)/C(=C\c2cn(CC(=O)N3CCCC3)c3ccccc23)C1=O | -1.8
CC(c1ccc(F)cc1)n1cc(C(=O)NCc2ccc3c(c2)OCO3)nn1 (stereo not given) | 0.0
CC[C@H](C)[C@@H]1OC(=O)[C@H](C(C)C)N(C)C(=O)[C@H](C(C)C)NC(=O)[C@@H](C)[C@@H](CCCC#CBr)OC(=O)[C@H](C(C)C)N(C)C(=O)C2CCCN2C1=O (stereo not given in full) | -4.3
Nc1ccc(Sc2ccc(N)cc2)cc1 | -0.5
O=C(O)c1cccc2nc3ccccc3nc12 | 1.3
O=[N+]([O-])c1ccc(N2CCNCC2)cc1Sc1ccccn1 | 3.3
COc1ccc(-c2nn(CCC#N)cc2C(=O)Nc2ccccc2Br)cc1 | 5.2
COc1cc2c(cc1OC)[C@@]13CCN4CC5=CCO[C@H]6CC(=O)N2[C@H]1[C@H]6[C@H]5C[C@H]43 | -0.2
CCCCCSc1cc(OC)c(CCNC)cc1OC | 2.5
O=C(c1cc2c(s1)-c1ccccc1OC2)N1CCC2(CC1)OCCO2 | -2.9
CCCCCc1nc2c(c(=O)c3ccccc3n2C)c(=O)n1C1CCCCCC1 | 0.8
COc1ccc([C@@H](O)[C@@H](N)c2ccccc2)cc1 | -0.3
CCCCCCn1c(=O)c(C(=O)Nc2ncccc2C)c(O)c2ccccc21 | -1.6
CC/C=C/CC(=O)N[C@@H](c1ccccc1)[C@@H](O)C(=O)O[C@H]1C[C@@]2(O)[C@@H](OC(=O)c3ccccc3)C3[C@](C)(C(=O)[C@H](OC(C)=O)C(=C1C)C2(C)C)[C@@H](O)C[C@H]1OC[C@@]31OC(C)=O (stereo not given in full) | -0.9
C=C(C)C1(CCCC)C(=O)NC(=S)NC1=O | 0.5
C=CCn1c(O)c(C=NC2CCN(Cc3ccccc3)CC2)c(=O)[nH]c1=O | 4.7
O=C(Cc1cc(=O)oc2cc(O)ccc12)NN=Cc1ccc(N(CCCl)CCCl)cc1 | 0.5
COC(=O)C1=C(c2ccc(-c3ccccc3)c(F)c2)C[C@@H]2CC[C@H]1N2C(=O)NCCNC(C)=O | 0.9
C[C@]12CCC3C(CC[C@H]4[C@H](O)[C@H](O)CC[C@]34C)C1CC[C@@H]2O (stereo not given in full) | -0.3
O=C1NC(=O)C(=Cc2ccc(Sc3ccccc3)o2)C(=O)N1 | -1.6
CN1C(=O)C(C2CCCCC2)C(=O)N(C)C1=O | 0.1

Reformatted tab-delimited: entries from further up.
Compound	TTR transcr act
C=CCn1c(O)c(C=NC2CCN(Cc3ccccc3)CC2)c(=O)[nH]c1=O	4.7
CCCCCCn1c(=O)c(C(=O)Nc2ncccc2C)c(O)c2ccccc21	-1.6
O=C(O)c1cccc2nc3ccccc3nc12	1.3
CCCCCSc1cc(OC)c(CCNC)cc1OC	2.5
CN1C(=O)C(C2CCCCC2)C(=O)N(C)C1=O	0.1
